Assay outcomes (PubChem BioAssay)
MEKK2wt PB1 HTS – raises or lowers MEK5 binding to wildtype human MEKK2 PB1 domain. Q9Y2U5. actives 1.1% (n = 290,000). binding response (% of control), % at 10 µM. bead flow cytometry, Alexa488-MEK5 binding to MEKK2 WT; actives lie on both sides; in the data active = binding response below about 67% or above about 130%
p-CIP stab down – lowers stability of the mouse p/CIP coactivator protein; AID 1984; decrease of EGFP signal, % at 10 µM; F442A p/CIP-EGFP cells, EGFP fluorescence, 16 h; Q05BA5; actives 0.01% (n = 290,000);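 active = EGFP signal decrease of at least 30% at 10 µM or well 3 SD below plate mean, unless failing retest; inactive = the rest, including hits failing retest or dose response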; note: some compounds called inactive have numbers as strong as hits; many of its hits are not listed in these tables
MEKK2mut PB1 HTS – signal of MEK5 binding to mutant human MEKK2 PB1 domain; bead flow cytometry, Alexa488-MEK5 binding to MEKK2 mutant; percent response, % at 10 µM; actives 0.35% (n = 290,000); AID 1530; in the data active = percent response above about 24%, passing the limit was not always enough; note: inactives centre near 1; some results filed as inactive read as strong as hits; reference of the scale not given here
PfM18AAP inh – blocks P. falciparum M18 aspartyl aminopeptidase | recombinant PfM18AAP, H-Glu-NHMec fluorogenic cleavage | inhibition, % at 7.35 µM | actives 1.2% (n = 290,000) | AID 1822;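 active = inhibition above the campaign mean inhibition over all tested compounds plus 3 SD, cut at about 28% in these data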;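 note: 0% = plate median of test compound wells and 100% = 2 mM ZnCl2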
IDE cell inh – inhibits human insulin-degrading enzyme in HEK cells; P14735; inhibition, % at 5.59 µM; AID 434962; actives 0.41% (n = 320,000); FAbetaB cleavage, fluorescence polarization;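 active = percent inhibition above the average of all tested compounds plus 3 SD, set per screening campaign, cut at about 16% in these data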;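 note: IDE supplied by intact live HEK cells; FP after avidin binding of uncleaved biotin substrate so inhibition keeps polarization high; 0% = DMSO wells and 100% = 60 µM reference IDE inhibitor Ii1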
IDE act – boosts human insulin-degrading enzyme activity in HEK cells; P14735; FAbeta-B cleavage, fluorescence polarization; 0% vehicle, 100% cell-free pure enzyme wells; AID 493087; activation, % at 5.96 µM; actives 0.073% (n = 340,000);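 active = activation above the mean of all tested compounds plus 3 SD, set per screening campaign, cut at about 17% in these data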
MEKK3 PB1 HTS – MEKK3-MEK5 PB1 interaction, increase or decrease; bead-based flow cytometry, Alexa488-MEK5 binding to MEKK3; actives lie on both sides; 0 = blocked by unlabeled MEK5, 100 = vehicle; actives 1.4% (n = 290,000); AID 1529; binding response (% of control), % at 10 µM;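 active = binding response more than 3 SD above or below the average of its plate-row segment, actives on both sides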;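 note: Alexa488 bead fluorescence after subtracting the streptavidin-only scavenger bead signal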
Target sequence (Q99759 whole entry, looked up): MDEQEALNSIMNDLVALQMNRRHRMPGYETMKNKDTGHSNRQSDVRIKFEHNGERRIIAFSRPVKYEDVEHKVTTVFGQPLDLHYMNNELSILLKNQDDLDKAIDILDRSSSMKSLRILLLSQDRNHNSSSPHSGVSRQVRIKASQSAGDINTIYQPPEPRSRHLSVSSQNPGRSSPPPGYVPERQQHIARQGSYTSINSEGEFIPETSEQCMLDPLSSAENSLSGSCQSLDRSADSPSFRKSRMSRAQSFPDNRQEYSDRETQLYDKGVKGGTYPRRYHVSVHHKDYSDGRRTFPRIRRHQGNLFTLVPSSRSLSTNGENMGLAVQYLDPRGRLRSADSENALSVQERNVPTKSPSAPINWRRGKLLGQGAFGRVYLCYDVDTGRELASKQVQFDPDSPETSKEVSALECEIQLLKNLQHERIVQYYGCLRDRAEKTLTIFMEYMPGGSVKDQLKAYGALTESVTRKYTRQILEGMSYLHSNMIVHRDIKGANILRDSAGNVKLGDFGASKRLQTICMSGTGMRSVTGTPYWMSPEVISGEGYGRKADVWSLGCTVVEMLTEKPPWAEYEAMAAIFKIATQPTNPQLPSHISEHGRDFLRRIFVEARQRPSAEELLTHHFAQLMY
NALP1 inh – blocks the NALP1 inflammasome reconstituted in yeast; S. cerevisiae NALP1/ASC/caspase-1 growth, X-gal OD620, 72 h; inhibition, % at 10 µM; actives 0.61% (n = 280,000); in the data active = inhibition mostly above about 24%, no sharp cut-off; inactive = mostly below about 32%; note: some compounds called inactive have numbers as strong as hits
UBC9 SUMO inh – inhibitors of human SUMOylation (UBC9). P63279. HTRF SUMOylation assay, SAE1/SAE2 + UBC9, in vitro. inhibition, % at 35 µM. actives 0.36% (n = 290,000). AID 2006; in the data active = inhibition above about 50%, passing the limit was not always enough; note: strong numbers were not always called active
Target sequence (P63279 whole entry, looked up): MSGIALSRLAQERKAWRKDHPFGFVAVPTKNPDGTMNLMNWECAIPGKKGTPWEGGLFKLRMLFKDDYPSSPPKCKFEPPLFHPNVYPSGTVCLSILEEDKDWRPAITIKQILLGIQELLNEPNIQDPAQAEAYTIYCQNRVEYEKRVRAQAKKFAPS
* marks the source's active call; other numbers are inactive results; nt = not tested or not shown.

MEKK2wt PB1 HTS	p-CIP stab down	MEKK2mut PB1 HTS	PfM18AAP inh	IDE cell inh	IDE act	MEKK3 PB1 HTS	NALP1 inh	UBC9 SUMO inh	canonical_smiles
96	4	-1	2	9	2	98	32	-16	N#CC1=C(N)OC2=C(C(=O)CC(c3ccccc3)C2)C1c1cccnc1 (stereo unspecified)
101	-2	0	-2	3	3	103	-7	23	CCOC(=O)/C(=N\Nc1cc(C(F)(F)F)ccc1Cl)N(CC)CC
98	7	-2	-1	7	-1	96	16	-17	CC(NC(=S)Nc1ccc(S(N)(=O)=O)cc1)c1ccc2c(c1)OCO2 (stereo unspecified)
103	-10	8	6	6	-2	102	-2	9	CNS(=O)(=O)c1cccc(C(=O)NC2CCCc3ccccc32)c1 (stereo unspecified)
103	-4	-1	-2	nt	2	101	6	-2	CC(=O)c1ccc(OCC(=O)NC2CCCN(Cc3ccccc3F)C2)cc1 (stereo unspecified)
100	-4	0	10	5	6	120	30	-8	CNc1ccccc1C(C)(C)c1cc(-c2ccc(F)cc2)no1
89	-1	-7	2	-1	-1	95	-8	16	Cc1cc(C)nc(N2CCC(C(=O)NCCc3ccc(Cl)cc3)CC2)n1
93	-4	-6	-9	2	3	100	9	1	COc1cc(SC)ccc1C(=O)N1CCN(c2ccccc2F)CC1
100	-12	5	8	0	0	101	0	5	O=C(CN1C(=O)C(=O)c2ccccc21)c1ccc(Cl)cc1
96	8	3	-8	4	-1	100	4	1	Cc1ccc(S(=O)(=O)N(C)CCCC(=O)NCc2ccc3c(c2)OCO3)cc1
94	12	-13	-2	-5	0	93	-18	19	CCOC(=O)c1c(-c2ccc(OC)cc2)cn2ccccc12
107	-15	2	1	4	7	105	10	-1	Cc1ccc(-n2c3c(cc(C(=O)O)c2=O)C(=O)CC(C)(C)C3)cc1

A run of entries taken from the entries so far, as a working copy:
MEKK2wt PB1 HTS	p-CIP stab down	MEKK2mut PB1 HTS	PfM18AAP inh	IDE cell inh	IDE act	MEKK3 PB1 HTS	NALP1 inh	UBC9 SUMO inh	canonical_smiles
93	-4	-6	-9	2	3	100	9	1	COc1cc(SC)ccc1C(=O)N1CCN(c2ccccc2F)CC1
100	-12	5	8	0	0	101	0	5	O=C(CN1C(=O)C(=O)c2ccccc21)c1ccc(Cl)cc1
96	8	3	-8	4	-1	100	4	1	Cc1ccc(S(=O)(=O)N(C)CCCC(=O)NCc2ccc3c(c2)OCO3)cc1

New compounds follow:
MEKK2wt PB1 HTS	p-CIP stab down	MEKK2mut PB1 HTS	PfM18AAP inh	IDE cell inh	IDE act	MEKK3 PB1 HTS	NALP1 inh	UBC9 SUMO inh	canonical_smiles
105	6	2	-13	-2	2	104	23	-14	O=S1(=O)CCOC[C@H](CC2CCCCC2)N1Cc1ccc(F)cc1
101	-9	-3	-4	-1	0	102	10	-18	Cc1ccc(N(C(=O)CNC(=O)c2ccco2)C(C(=O)NCC2CCCO2)c2ccccc2)cc1C (stereo unspecified)
103	-24	0	-5	-6	2	102	10	9	O=C(CN1CCN(S(=O)(=O)N2CCCCC2)CC1)Nc1cc(Cl)ccc1Cl
104	-9	10	-1	3	3	100	-11	5	COc1cccc(NC(=O)C(NC2CCCC2)c2ccccc2)c1 (stereo unspecified)
113	2	5	7	7	2	119	16	-1	O=C(Cn1cnc2c(nnn2Cc2ccc(F)cc2)c1=O)NCc1ccco1
102	1	-1	14	7	-2	101	44	10	COC(=O)/C=c1/s/c(=C(/C#N)C(=O)NCc2ccccc2)n(-c2ccccc2)c1=O
111	0	9	-5	1	2	109	nt	-10	COc1ccccc1N(CC(=O)N1CCCCCC1)S(C)(=O)=O
99	-1	0	1	-1	-1	102	6	-8	O=C(Nc1ccccc1)Nc1ccccc1C(=O)NCc1ccco1
110	-10	9	3	0	-4	107	2	3	Cc1cc(NC(=O)c2ccccc2F)cc(C)c1OCC(=O)N1CCOCC1
98	1	-1	-4	2	-1	100	-48	-2	COc1ccc(CCC(=O)N2CCCc3ccccc32)cc1
102	-1	0	-6	8	2	103	34	-1	Cc1cc(C)nc(SCc2nnc(SCc3ccc([N+](=O)[O-])cc3)n2Cc2ccco2)n1
94	3	-2	-3	2	4	95	19	5	O=C(O)C1C2CCC(O2)C1C(=O)NCc1ccc(Cl)cc1 (stereo unspecified)

(more compounds)
MEKK2wt PB1 HTS	p-CIP stab down	MEKK2mut PB1 HTS	PfM18AAP inh	IDE cell inh	IDE act	MEKK3 PB1 HTS	NALP1 inh	UBC9 SUMO inh	canonical_smiles
105	-4	1	1	0	4	102	16	nt	Cc1ccc(CCNS(=O)(=O)c2cc(Br)cnc2N)cc1
110	-17	6	-10	8	1	105	-6	18	C=CCC(C#Cc1ccc(C)cc1)N(CC)CC (stereo unspecified)
103	-16	7	1	3	7	101	16	0	Fc1ccc(-c2nc3c(-c4ccccc4)cnn3cc2CCN2CCOCC2)cc1
102	-8	-2	-5	5	0	97	31	12	Cc1ccccc1NC(=O)Cn1cnc2c(oc3nc4c(cc32)COC(C)(C)C4)c1=O
104	-11	-2	-33	2	-3	101	-2	4	OCCn1c(CSc2nnc(-c3ccco3)n2-c2ccccc2)nc2ccc(Cl)cc21
87	-24	-8	2	-6	5	91	8	16	N#CCc1nn(-c2ccc(F)cc2)c(N)c1C#N
82	4	-4	3	0	5	75	2	-9	CCOc1ccccc1OCC(=O)Nc1nc2ccccc2[nH]1
98	-11	-3	-15	-2	5	100	-1	18	C=CCOC(=O)c1sc(NC(=O)c2ccc(OC)cc2)nc1C
103	-4	0	-13	-2	nt	98	nt	8	COc1ccc(Nc2nc(N)c([N+](=O)[O-])c(NCCO)n2)cc1
102	-2	2	2	4	1	102	4	33	O=C(COc1ccc2c(c1)oc(=O)c1ccccc12)N[C@@H](Cc1ccccc1)C(=O)O
100	-8	0	7	5	1	99	11	25	CCc1nc(Nc2ccccc2)c2oc3ccccc3c2n1
100	-9	3	-5	5	-1	105	20	58*	Cc1cccc(NC(=O)/C(C#N)=C/c2cn(CC(=O)NCc3ccco3)c3ccccc23)c1C

Continuation.
MEKK2wt PB1 HTS	p-CIP stab down	MEKK2mut PB1 HTS	PfM18AAP inh	IDE cell inh	IDE act	MEKK3 PB1 HTS	NALP1 inh	UBC9 SUMO inh	canonical_smiles
105	-2	1	6	3	7	106	17	12	CC(=O)N1CCN(c2cc(N3CCCC3)c(F)cc2[N+](=O)[O-])CC1
107	-2	4	-3	6	-6	107	4	9	O=C1c2ccccc2C(Nc2ccccc2F)N1c1cccnc1 (stereo unspecified)
91	-6	-11	1	3	-2	94	-17	-11	CCOc1ccccc1N1CCN(C(=O)NCc2ccc(C)cc2)CC1
105	-24	12	-7	2	5	103	-8	9	COc1ccc(CCNC(=O)C2CCN(S(=O)(=O)c3ccc(OC)c(OC)c3)CC2)cc1
103	-6	0	-13	nt	-4	109	-12	4	Cc1ccc(C2(c3ccc(C)cc3)CC2C(=O)NC(C)C)cc1 (stereo unspecified)
97	12	5	-2	1	1	97	17	13	Cc1ccc(/C=C2\CCOC2=O)cc1
183*	-2	29*	3	-1	14	96	-2	12	NC(N)=N/N=C/c1ccc(OCc2ccc(Cl)cc2)cc1
98	-6	-3	-4	2	4	103	10	-8	Cc1ccc(C)c(OCCC(=O)NCCc2ccc(S(N)(=O)=O)cc2)c1
95	-2	-6	5	4	5	98	14	6	O=C1c2ccccc2C(=O)N1c1n[nH]c(CCc2ccccc2)n1
103	-15	1	4	-4	nt	111	3	7	COc1ccc(-c2csc(NC(=O)/C(N=Nc3ccccc3)=C(\C)O)n2)cc1
100	-3	-1	1	-1	1	98	28	3	Cn1nc([N+](=O)[O-])nc1N1CCOCC1
92	1	-6	8	5	0	94	11	0	COc1cc(-c2nc3ccccc3s2)ccc1O

More entries
MEKK2wt PB1 HTS	p-CIP stab down	MEKK2mut PB1 HTS	PfM18AAP inh	IDE cell inh	IDE act	MEKK3 PB1 HTS	NALP1 inh	UBC9 SUMO inh	canonical_smiles
100	-10	-2	-13	-1	3	115	45	-8	O=C(NCC1(c2ccccc2)CCCC1)c1ccccc1Br
111	-8	2	2	3	-5	100	-8	9	Cc1nn(C)c(C)c1S(=O)(=O)N1CCC(C(=O)NCCC2=CCCCC2)CC1
103	0	3	4	2	8	102	8	22	COc1ccc(-c2cc(C(F)(F)F)nc(SCC(=O)NCCCN3CCOCC3)n2)cc1
106	-7	-2	-1	-1	1	101	30	4	COCCCNCCCCOc1cccc(Br)c1
93	4	-1	-8	3	7	97	-7	8	CC(=O)Nc1cc2c(=O)n(Cc3ccccc3)c(C)nc2cc1N1CCOCC1
98	-24	-1	4	-2	1	97	5	18	CCCOc1c(Br)cc(C2C3=C(CCCC3=O)N(C)C3=C2C(=O)CCC3)cc1OC
104	-5	8	0	1	4	105	14	15	CC(C)CCN1CCN(Cc2cc3ccccc3[nH]2)CC1CCO (stereo unspecified)
88	-18	-12	1	1	-5	89	-10	5	Cc1ccc(NS(=O)(=O)Cc2ccccc2)nc1
97	0	3	4	4	-2	99	9	10	CC(=O)c1ccc(C(=O)N2CCCC(CNC(=O)c3ccccc3Cl)C2)cc1 (stereo unspecified)
95	-10	-4	-2	8	9	102	-2	-17	CC(C)(C)c1ccc(Oc2ccc(NC(=O)c3cccs3)cn2)cc1
103	3	9	-5	-2	3	99	3	-17	O=C(COC(=O)COc1ccc2ccccc2c1)Nc1cc(C(F)(F)F)ccc1N1CCOCC1
91	-3	-2	-2	6	4	92	-5	12	Cc1cc(C)cc(NC(=O)Nc2ccc(S(=O)(=O)Nc3cc(C)on3)cc2)c1

Continued.
MEKK2wt PB1 HTS	p-CIP stab down	MEKK2mut PB1 HTS	PfM18AAP inh	IDE cell inh	IDE act	MEKK3 PB1 HTS	NALP1 inh	UBC9 SUMO inh	canonical_smiles
106	-2	6	-8	-4	-1	104	2	-7	Cc1c(NC(=O)c2cccnc2Cl)c(=O)n(-c2ccccc2)n1C
99	-10	4	-10	2	-5	100	-7	6	COCC(=O)N/N=C(\C)CC(=O)NCc1ccco1
88	-19	-12	4	0	-7	77	11	9	CC(NCC(O)c1ccc([N+](=O)[O-])cc1)C12CC3CC(CC(C3)C1)C2 (stereo unspecified)
107	-16	7	61*	4	-19	104	8	39	O=CN/C=C/c1cc(O)ccc1O
103	3	0	7	4	-1	93	19	32	Cc1nnc(SCC(=O)NCc2ccc(Cl)cc2)[nH]c1=O
94	-12	-1	1	1	-4	89	7	1	CC1CCN(C(=O)CSc2nnc(Cn3c(=O)sc4ccccc43)n2C)CC1

Only part of the results is shown, so the mix of outcomes need not match the whole.
